# Screens (PubChem BioAssay)
# RXFP1 antag: RXFP1 (human) relaxin receptor antagonism | Q9HBX9 | HEK293-RXFP1, relaxin-stimulated cAMP HTRF, 30 min; active compounds read low | activity change, negative = inhibition, % at 57.5 µM | 350,000 compounds, 0.59% hits;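 active = activity change of -60% or lower, but not beyond a set lower limit; inconclusive = change between -60% and -40%, or beyond the set limit; inactive = change above -40%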; also: % is scaled to controls: 0 for no effect and ±100 for the full control effect
# Apoferritin bind: binds horse apoferritin like a general anesthetic; P02791; apoferritin/1-aminoanthracene competitive binding, fluorescence; Potency, µM (top dose mostly 77.5 µM), for the others: at the top dose activity change, negative = displacement, actives largely listed as inhibitors; 350,000 compounds, 0.074% hits; AID 485281; also: potency is read from the fitted curve at half-maximal effect; % is scaled to controls: 0 for no effect and ±100 for the full control effect; nearly all actives have a fitted effect of over 20% in size
# Target sequence (P02791 2-175 limits assumed): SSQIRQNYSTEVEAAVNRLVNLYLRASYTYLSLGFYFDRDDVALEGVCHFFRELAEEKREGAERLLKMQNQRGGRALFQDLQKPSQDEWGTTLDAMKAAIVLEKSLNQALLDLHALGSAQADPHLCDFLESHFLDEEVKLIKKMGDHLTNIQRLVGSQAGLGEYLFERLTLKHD
#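 10 uM apoferritin + 50% sat. 1-AMA, PBS; cpd 10 min RT; Ex380/Em535 endpoint; normalized to free probe vs complex; 4-param Hill fit; propofol titration as pos. ctrl.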
# APE1 inh: APE1 (human) endonuclease inhibition; P27695; AID 2517; Potency, µM (series often up to 65.8 µM), without a hit: top-dose activity change, negative = inhibition, usual class: inhibitors; recombinant APE1, TAMRA/BHQ-2 abasic DNA cleavage fluorescence; 350,000 compounds, 0.35% hits;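 also: potency is read from the fitted curve at half-maximal effect; plate controls were vehicle for no effect and reference inhibitor for full effect; nearly all actives have a fitted effect of over 55% in size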
#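 0.75 nM APE1 + cpd, 15 min RT; start w/ 50 nM TAMRA/BHQ-2 THF-abasic dsDNA; kinetic fluor 525/598 nm ×3 reads @60 s; Δ(read3−read1); normalized to DMSO and NSC13755 control wells.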
# POLH inh: blocks human DNA polymerase eta activity | recombinant Pol eta, fluorescent DNA replication assay | Potency, µM (highest dose often 114 µM), for inactives: top-dose activity change, negative = inhibition, actives largely listed as inhibitors | 390,000 compounds, 1.2% hits; also: potency is read from the fitted curve at half-maximal effect; % is scaled to controls: 0 for no effect and ±100 for the full control effect
#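 Pol eta at 10 nM preincubated with compounds 15 min at room temperature; reaction started with fluorescent substrate (50 nM final) and read kinetically at 0 and 10 min.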
# BLM inh: Bloom syndrome helicase (human) inhibition; Potency, µM (highest dose often 56.1 µM), for the others: top-dose activity change, negative = inhibition, most hits filed as inhibitors; P54132; AID 2528; 350,000 compounds, 0.2% hits; recombinant BLM DNA unwinding, fluorescence dequenching;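 also: potency is read from the fitted curve at half-maximal effect; plate controls were vehicle for no effect and no enzyme for full effect; nearly all actives have a fitted effect of over 35% in size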
# POLB inh: DNA polymerase beta (human) inhibition; Pol beta primer extension/strand displacement, fluorescence kinetic; Potency, µM (titrated, usually from 114 µM), without a hit: at the top dose activity change, negative = inhibition, most hits filed as inhibitors; 340,000 compounds, 1.3% hits; also: potency is read from the fitted curve at half-maximal effect; % is scaled to controls: 0 for no effect and ±100 for the full control effect
#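 Reaction started by 50 nM substrate onto compound-treated Pol beta (10 nM, 15 min preincubation, room temperature); plates read at 0 min and 10 min. Normalized concentration-effect data fitted by four-parameter Hill equation.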
# Pol kappa inh: blocks human DNA polymerase kappa activity; Q9UBT6; Potency, µM (doses to about 107 µM), inactives show at the top dose activity, negative = inhibition, hits mostly inhibitors; purified Pol kappa, fluorescent DNA synthesis assay, 10 min; 400,000 compounds, 0.53% hits; AID 588579; also: potency is read from the fitted curve at half-maximal effect; % is scaled to controls: 0 for no effect and ±100 for the full control effect
# Target sequence (Q9UBT6 whole entry, looked up): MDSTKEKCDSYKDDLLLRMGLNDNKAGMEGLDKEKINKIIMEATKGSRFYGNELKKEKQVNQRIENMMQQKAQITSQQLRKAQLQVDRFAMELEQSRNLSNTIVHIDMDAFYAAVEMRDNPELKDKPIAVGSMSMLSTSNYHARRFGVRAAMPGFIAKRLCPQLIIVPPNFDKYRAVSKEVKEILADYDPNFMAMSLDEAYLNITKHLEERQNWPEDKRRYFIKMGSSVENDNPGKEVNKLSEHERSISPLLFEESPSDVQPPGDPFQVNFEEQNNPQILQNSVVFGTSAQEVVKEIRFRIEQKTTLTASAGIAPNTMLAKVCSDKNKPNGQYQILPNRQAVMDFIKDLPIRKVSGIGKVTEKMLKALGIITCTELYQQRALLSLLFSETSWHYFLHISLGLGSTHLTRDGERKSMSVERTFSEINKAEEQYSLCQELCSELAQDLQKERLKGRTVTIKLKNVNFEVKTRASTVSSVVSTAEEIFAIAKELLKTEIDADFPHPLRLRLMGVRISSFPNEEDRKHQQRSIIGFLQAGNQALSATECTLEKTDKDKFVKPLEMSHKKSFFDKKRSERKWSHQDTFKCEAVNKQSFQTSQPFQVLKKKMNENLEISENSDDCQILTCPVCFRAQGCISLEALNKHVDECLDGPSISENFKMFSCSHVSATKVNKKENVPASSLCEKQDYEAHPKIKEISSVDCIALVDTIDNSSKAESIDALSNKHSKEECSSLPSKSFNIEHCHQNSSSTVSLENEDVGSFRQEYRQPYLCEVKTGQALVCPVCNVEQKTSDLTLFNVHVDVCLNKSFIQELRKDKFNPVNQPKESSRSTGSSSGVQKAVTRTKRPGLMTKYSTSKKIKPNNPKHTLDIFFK
#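 Fluorescent qHTS in 1536-well format: enzyme (10 nM) and compound sat 15 min at room temperature before 50 nM substrate (final) was added. Signal taken at 0 and 10 min; no-enzyme buffer wells were negative controls.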
# Pol iota inh: DNA polymerase iota (human) inhibition. Q9UNA4. Pol iota fluorescent replication assay, 10 min. Potency, µM (doses to about 115 µM), for inactives: top-dose activity, negative = inhibition, most hits filed as inhibitors. 390,000 compounds, 1% hits. AID 588590; also: potency is read from the fitted curve at half-maximal effect
#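 Pol iota at 10 nM preincubated 15 min with compounds at room temperature; reaction started with fluorescent substrate, 50 nM final. Fluorescence read kinetically at 0 and 10 min; buffer-only wells as negative control.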
# Tb PGK inh: T. brucei PGK inhibition; P07378; PGK/GAPDH coupled, Kinase-Glo luminescence, 60 min; Potency, µM (top dose mostly 57.5 µM), for the others: top-dose activity change, negative = inhibition, usual class: inhibitors; 380,000 compounds, 0.043% hits; AID 602233; also: potency is read from the fitted curve at half-maximal effect; % is scaled to controls: 0 for no effect and ±100 for the full control effect; nearly all actives have a fitted effect of over 60% in size
#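 Luminescent ATP detection (Kinase-Glo Plus) follows a 60-minute room-temperature incubation, with wells lacking PGK as controls. Buffer: 100 mM TEA (pH 7.6), 5 mM MgCl2, 0.01% Tween-20. Coupling enzyme GAPDH (100 nM final) supplies unstable 1,3-BPG in-well.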
# Starred values were filed as active, the others as inactive; i = inactive; ? = inconclusive; . = not tested or not shown; [ ] = remark or other dose. Unless noted, calls follow the shape of the dose curve; as a rule, active = well fitted curve in the direction sought with a large enough effect; inconclusive = small, poorly fitted or top-dose-only effect, or another doubt; inactive = no such curve, though single readings can be large; an effect the other way counts as inactive or inconclusive. Only part of the results is shown; count on the stated rates, not on these rows.
no. | SMILES | RXFP1 antag | Apoferritin bind | APE1 inh | POLH inh | BLM inh
1 | O=C(c1cc(Cl)nc2ccccc12)N1CCN(S(=O)(=O)c2cccc(C(F)(F)F)c2)CC1 | -77* | . | -15% | -4% | .
2 | CC(=O)n1nc(-c2cccnc2)nc1NCc1cccs1 | 4 | -8% | -3% | -19% | 2%
3 | Cn1c(=O)[nH]c(=O)c2c1nc(NCc1ccccc1)n2CCCc1ccccc1 | -11 | -11% | -1% | 6% | -4%
4 | O=c1cc(Cc2ccccc2)[nH]c(=S)[nH]1 | . | -5% | -3% | -22% | 3%
5 | Cc1ccc(NS(=O)(=O)c2cc(C(=O)Nc3cccc(N(C)S(C)(=O)=O)c3)ccc2C)c(C)c1 | . | 3% | -8% | -17% | -7%
6 | Cc1cccc(NC(=O)COC(=O)c2ccccc2SCC(=O)N2CCCC2)c1 | -6 | -17% | 21% | -23% | -3%
7 | CC(=O)Nc1cccc(NC(=O)c2c(-c3ccccc3)c(-c3ccccc3)nn(C)c2=O)c1 | -14 | -6% | . | -20% | 1%
8 | COc1ccc(OC)c(-c2nc(CN3CCCCC3c3cccnc3)c(C)o2)c1 (stereo not given) | -10 | -13% | 29% | -11% | 0%
9 | O=C(CC1C(=O)NCCN1Cc1ccccc1C(F)(F)F)NC1CCCC1 (stereo not given) | -8 | -11% | 35% | -5% | -8%
10 | O=C(O)c1cc(NS(=O)(=O)c2ccc(NCc3ccccc3)c([N+](=O)[O-])c2)cc(C(=O)O)c1 | -2 | -15% | -3% | 16µM* | -7%
11 | COc1ccc(NC(=O)c2sc3nc(-c4cccnc4)ccc3c2N)cc1 | 5 | -12% | -1% | -8% | -9%
12 | COc1cc(OC)c(NC(=O)Nc2sc3nc4n(c(=O)c3c2C)CCC(C)CC4)cc1Cl (stereo not given) | -2 | 1% | . | -12% | -11%
13 | COc1ccc(C(=O)NC2=NCCS2)cc1 | -4 | -1% | 5% | -3% | -22%
14 | CCN1C(=O)N/C(=C/c2cc(C)n(Cc3ccccc3)c2C)C1=O | -6 | -13% | -4% | 8% | -6%
15 | COc1ccccc1NC(=O)COC(=O)c1ccccc1SCC(=O)N1CCCC1 | ? | . | 0% | -4% | .

no. | POLB inh | Pol kappa inh | Pol iota inh | Tb PGK inh
1 | . | 4% | 17% | -3%
2 | 1% | 11% | 14% | -7%
3 | 6% | -7% | -4% | -4%
4 | 10% | -9% | 6% | -4%
5 | 18% | -13% | 17% | -6%
6 | 18% | -10% | 23% | -9%
7 | 27% | 0% | -4% | 0%
8 | 2% | 0% | 91%[activator] | -10%
9 | -12% | 0% | 14% | i
10 | -20% | -24% | -11% | -6%
11 | 2% | -1% | 15% | -2%
12 | 6% | 10% | 34%[activator] | -10%
13 | 4% | -10% | 14% | 0%
14 | 3% | 4%[60.1 µM] | -18% | -4%
15 | . | -3% | 3% | -9%

# Going on with the list.
no. | SMILES | RXFP1 antag | Apoferritin bind | APE1 inh | POLH inh | BLM inh
16 | CCCn1c(SCC(=O)N2CCN(c3ccccc3)CC2)nc2ccccc2c1=O | -1 | -15% | -7% | -7% | -3%
17 | OCCCCNCc1cc(Br)ccc1OCc1ccccc1 | -6 | -6% | 2% | -4% | 3%
18 | Cc1c(C)c2ccc(OCc3ccc(C(=O)O)o3)c(C)c2oc1=O | -1 | -9% | ? | ? | 3%
19 | COc1ccc(Cc2nc3ccc(S(N)(=O)=O)cc3[nH]2)cc1OC | 6 | 0% | -3% | -16% | -2%
20 | Cc1ccccc1-n1nc(C)c2c(C(=O)NN)cc(-c3ccncc3)nc21 | -37 | -6% | 3% | 2% | -4%
21 | O=C1c2ccc(Oc3cccc([N+](=O)[O-])c3)cc2C(=O)N1c1ccccn1 | 3 | -11% | ? | 1% | -4%
22 | Nn1c(Cc2cccc3ccccc23)nnc1SCc1c(Cl)cccc1Cl | 15 | -14% | 12% | -10% | -2%
23 | CCOC(=O)C1(CC2CCCCO2)CCN(C(=O)Nc2ccc(C(=O)OC)cc2)CC1 (stereo not given) | 1 | -18% | 3% | -4% | -3%
24 | CC(=O)Nc1ccc(S(=O)(=O)O)c(OC(C)=O)c1 | -2 | . | . | -5% | .
25 | CN(C)CCCN(C(=O)c1cc2cc([N+](=O)[O-])ccc2s1)c1nc2cc3c(cc2s1)OCCO3 | -14 | . | -32% | ? | .
26 | Cc1cc(C)c(S(=O)(=O)N2CCC(C(N)=O)CC2)cc1C | -10 | -8% | 2% | -4% | 2%
27 | Cc1cccc(NS(=O)(=O)c2ccc3oc(=O)ccc3c2)c1C | 9 | -6% | -3% | -19% | 4%
28 | COc1cccc(-c2csc(N3CCN(C(=O)Nc4ccc(Cl)cc4)CC3)n2)c1 | -26 | -2% | -4% | -12% | -11%
29 | Cn1c(SCC(=O)NCC2CCCO2)ncc(C(=O)Nc2ccc(Cl)cc2)c1=O (stereo not given) | -14 | . | -24% | -19% | .
30 | CCOc1ccc2nc(NC(=O)CSc3nnnn3C3CCCCC3)sc2c1 | 11 | -6% | -4% | -23% | -13%

no. | POLB inh | Pol kappa inh | Pol iota inh | Tb PGK inh
16 | -2% | -6% | 17% | 3%
17 | 0% | 3% | 1% | -5%
18 | -10% | -24% | -9% | -14%
19 | -1% | 7% | 11% | -14%
20 | -15% | -11% | 63%[activator] | 5%
21 | -1% | -2% | -26% | .
22 | -7% | -7% | -3% | -3%
23 | 5% | -16% | 10% | 4%
24 | . | -34% | ? | -5%
25 | . | ? | -10% | 0%
26 | ? | -3% | -11% | -7%
27 | 42% | -11% | -12% | -7%
28 | 2% | -8% | 7% | 12%
29 | . | -12% | 1% | -8%
30 | ? | -17% | ? | .

# The list goes on, overlapping the part above by six compounds.
no. | SMILES | RXFP1 antag | Apoferritin bind | APE1 inh | POLH inh | BLM inh
25 | CN(C)CCCN(C(=O)c1cc2cc([N+](=O)[O-])ccc2s1)c1nc2cc3c(cc2s1)OCCO3 | -14 | . | -32% | ? | .
26 | Cc1cc(C)c(S(=O)(=O)N2CCC(C(N)=O)CC2)cc1C | -10 | -8% | 2% | -4% | 2%
27 | Cc1cccc(NS(=O)(=O)c2ccc3oc(=O)ccc3c2)c1C | 9 | -6% | -3% | -19% | 4%
28 | COc1cccc(-c2csc(N3CCN(C(=O)Nc4ccc(Cl)cc4)CC3)n2)c1 | -26 | -2% | -4% | -12% | -11%
29 | Cn1c(SCC(=O)NCC2CCCO2)ncc(C(=O)Nc2ccc(Cl)cc2)c1=O (stereo not given) | -14 | . | -24% | -19% | .
30 | CCOc1ccc2nc(NC(=O)CSc3nnnn3C3CCCCC3)sc2c1 | 11 | -6% | -4% | -23% | -13%
31 | CN(C)C(=O)c1cc(C(=O)c2ccc(F)cc2C(F)(F)F)c[nH]1 | -5 | -13% | -18% | -3% | 0%
32 | CCn1c(COc2ccc3c(c2)OCO3)nnc1SCC(=O)O | -4 | 8% | 1% | -7% | 1%
33 | O=C(Nc1ccc(Br)cc1)C1CCN(C(=O)c2ccco2)CC1 | -1 | -4% | 19% | -6% | -2%
34 | CCn1cc(CN2CCC(n3nccc3NC(=O)Cc3ccccc3)CC2)c(C)n1 | -10 | -1% | 53%[activator] | -8% | 2%
35 | Cc1ccc(N2CC(NC(=O)/C=C\c3ccc4c(c3)OCO4)CC2=O)cc1 (stereo not given) | -6 | -4% | . | 3% | -1%
36 | CCOC(=O)c1cc(C#N)c(C)nc1N(CC)CC | -4 | 6% | 14% | -6% | -8%
37 | COc1ccc(C(C(=O)NC(C)(C)C)N(C(=O)Cn2nnc3ccccc32)c2cccc(C(C)=O)c2)cc1O (stereo not given) | -17 | 0% | 6% | -14% | 0%
38 | COc1cc(C(=O)OCCN2CCCCC2)ccc1O | -2 | -13% | -1% | -7% | 1%
39 | Cc1cc(Cl)cc(C)c1OCCNCc1ccccc1 | -25 | -23% | 4% | -19% | -1%
40 | COc1ccccc1NC(=O)CNC(=O)Cn1cnc2sc(C)c(C)c2c1=O | 4 | ? | -3% | -13% | -1%
41 | CCS(=O)(=O)Nc1cccc(C2=NN(C(C)=O)C(c3cccs3)C2)c1 (stereo not given) | 1 | 7% | 2% | 0% | -3%
42 | COc1cc(S(=O)(=O)N2CCCCC2)ccc1NC(=O)c1ccncc1 | -9 | 1% | -6% | -2% | -3%
43 | O=C(/C=C1\NC2(CCCC2)Cc2ccccc21)C(=O)N/N=C/c1ccc(O)c(O)c1 | ? | ? | 3% | 11µM* | -1%
44 | COc1cc(NC(=O)CN2c3cccc4cccc(c34)S2(=O)=O)cc(OC)c1OC | 6 | -10% | 15% | -10% | -14%
45 | CC(C)(C)NC(=O)Cn1c(SCC(=O)NCc2cccs2)nc2ccccc21 | 4 | -6% | 0% | -13% | 0%
46 | CC(C)(C)NC(=O)CSc1nc(-c2ccc(F)cc2)cc(C(F)(F)F)n1 | . | ? | . | -15% | -4%
47 | Cc1ccc(NC(=O)C(c2ccccc2)c2ccccc2)nc1 | -1 | -7% | 14% | -16% | -1%

no. | POLB inh | Pol kappa inh | Pol iota inh | Tb PGK inh
25 | . | ? | -10% | 0%
26 | ? | -3% | -11% | -7%
27 | 42% | -11% | -12% | -7%
28 | 2% | -8% | 7% | 12%
29 | . | -12% | 1% | -8%
30 | ? | -17% | ? | .
31 | 11% | -9% | 3% | 4%
32 | 6% | -8% | -5% | -4%
33 | -2% | 2% | 30% | -5%
34 | 0% | -2% | 12% | -1%
35 | 9% | -5%[60.1 µM] | 9% | -2%
36 | 0% | 1% | 31%[activator] | -5%
37 | -1% | -4% | 32%[activator] | -2%
38 | 14% | 1% | 0% | i
39 | 0% | -6% | 118%[activator] | 4%
40 | 1% | -18% | -7% | 2%
41 | -2% | -13% | -7% | 0%
42 | 4% | -11% | 43%[activator] | 0%
43 | 2µM* | -39% | ? | -9%
44 | 3% | -11% | 5% | 11%
45 | -20% | -13% | 13% | -4%
46 | -15% | -7% | -2% | 0%
47 | -22% | -15% | -7% | i
